# AMA1 RON2 block = AMA1-RON2 (P. falciparum) interaction inhibition; AlphaScreen AMA1-biotinylated RON2 peptide binding; Potency, µM (titrated, usually from 58.2 µM), for the others: top-dose activity change, negative = inhibition, most hits filed as inhibitors; hit rate 0.2% among 360,000;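 further: potency means the concentration at half of the fitted maximal effect; 0% = vehicle wells and -100% = peptide control; nearly all actives have a fitted effect of over 45% in size; some results filed as inactive show a strong effect at the top dose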
#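 AMA1 (3D7) with his tag at 25 nM final met compounds first, then biotinylated RON2 peptide at 25 nM; detection used donor plus acceptor beads, 10 µg/mL apiece, read by AlphaScreen after 30 min at room temperature.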
# Giardia FBPA inh = blocks Giardia fructose-bisphosphate aldolase activity; purified Giardia FBPA; Potency, µM (doses to about 59.6 µM), for inactives: at the top dose activity, negative = inhibition, hits mostly inhibitors; hit rate 0.71% among 290,000; further: potency means the concentration at half of the fitted maximal effect; nearly all actives have a fitted effect of over 55% in size
# Target sequence (A8B2U2 whole entry, looked up): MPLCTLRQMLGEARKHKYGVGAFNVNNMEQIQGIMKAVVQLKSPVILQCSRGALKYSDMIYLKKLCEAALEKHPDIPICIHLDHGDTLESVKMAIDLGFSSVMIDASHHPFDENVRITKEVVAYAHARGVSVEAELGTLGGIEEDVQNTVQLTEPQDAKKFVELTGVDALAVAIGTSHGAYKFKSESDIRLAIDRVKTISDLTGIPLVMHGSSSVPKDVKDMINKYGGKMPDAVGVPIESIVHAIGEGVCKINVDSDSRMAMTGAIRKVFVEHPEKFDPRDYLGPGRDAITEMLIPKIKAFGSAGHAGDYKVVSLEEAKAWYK
#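 40 nM FBPA preincubated 10 min at RT with compound (up to 57.5 uM final), then substrate plus GAPDH/TPI/NAD/arsenate coupling and diaphorase/resazurin added. Fluorescence read after 20 min at RT, 525/598 nm.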
# Sm TGR block = inhibitors of Schistosoma mansoni thioredoxin glutathione reductase; Q962Y6; purified TGR, DTNB reduction, TNB absorbance 405 nm; Potency, µM (series often up to 114 µM), for inactives: at the top dose activity change, negative = inhibition, hits mostly inhibitors; hit rate 3% among 360,000; further: potency means the concentration at half of the fitted maximal effect; nearly all actives have a fitted effect of over 60% in size
#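 Kinetic colorimetric format: TGR-catalysed, NADPH-driven DTNB reduction monitored via TNB absorbance. Enzyme dispensed at 20 nM; compound exposure 15 min at room temperature before reaction start.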
# HCMV antiviral = blocks human cytomegalovirus replication; hit rate 4.5% among 410,000; AID 1259415; activity change, negative = inhibition, % at 57.5 µM; HFF cells, HCMV-luciferase reporter, 72 h; stronger effect = lower value; in the data active means activity change below about -60%; inconclusive means no clear call, values can overlap the other calls; inactive means above about -39%
#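 Compounds were evaluated in HFFs infected with an HCMV luciferase reporter virus (MOI 1 PFU/cell). Luciferase in lysates collected 72 h post infection served as the replication measure.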
# AmpC detergent = inhibitors of E. coli AmpC beta-lactamase with detergent; AmpC hydrolysis of nitrocefin, absorbance 480 nm, 0.01% Triton; Potency, µM (highest dose often 114 µM), without a hit: at the top dose activity change, negative = inhibition, most hits filed as inhibitors; P00811; AID 485294; hit rate 0.041% among 370,000;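 further: potency means the concentration at half of the fitted maximal effect; 0% = no-compound wells and -100% = no-enzyme wells; nearly all actives have a fitted effect of over 25% in size; some results filed as inactive show a strong effect at the top dose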
# Target sequence (P00811 whole entry, looked up): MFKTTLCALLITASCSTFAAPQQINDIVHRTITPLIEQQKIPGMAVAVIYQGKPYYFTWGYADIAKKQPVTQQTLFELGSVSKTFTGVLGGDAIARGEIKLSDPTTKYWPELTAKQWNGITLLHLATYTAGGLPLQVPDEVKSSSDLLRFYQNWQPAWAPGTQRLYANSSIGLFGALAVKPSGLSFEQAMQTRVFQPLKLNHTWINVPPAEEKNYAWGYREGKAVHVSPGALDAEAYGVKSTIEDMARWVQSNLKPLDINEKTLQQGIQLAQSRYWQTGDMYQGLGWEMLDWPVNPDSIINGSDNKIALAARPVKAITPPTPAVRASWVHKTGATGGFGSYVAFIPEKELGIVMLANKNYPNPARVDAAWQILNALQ
#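 20 mM phosphate pH 7.0 + 0.01% (detergent screen) or 0.0001% Triton X-100; 5.3 nM AmpC reagent; cpd preinc 15 min RT; nitrocefin (800 uM stock) to start; A480 q20 s × 4 min; Activity was normalised to no-enzyme and no-compound control wells.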
# HCV inh = blocks hepatitis C virus | Huh7.5.1 HCVcc-Cre infection, luciferase reporter, 44 h | Potency, µM (doses to about 41.8 µM), for inactives: top-dose activity change, negative = inhibition, actives largely listed as inhibitors | hit rate 3.4% among 340,000 | AID 651820; further: potency means the concentration at half of the fitted maximal effect
#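 A cell-based infection assay in which seeded cells (1,000 per well) receive test compound after 4 h, are inoculated with HCVcc-Cre at approximately 0.5 moi, and are incubated 44 h before luminescence detection.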
# An asterisk follows results filed as active; ? = inconclusive; nt = no result given; & = joins results of further samples; [ ] = dose if it differs, or a comment. Unless noted, the call rests on the fitted dose curve; in most records, active means well fitted curve in the direction sought with a large enough effect; inconclusive means small, poorly fitted or top-dose-only effect, or another doubt; inactive means no such curve, though single readings can be large; an effect the other way counts as inactive or inconclusive. Unless noted, on the % scale 0 is the no-effect control and ±100 the full control effect.
# A first look (three entries):
1. CCOC(=O)c1ccc(COc2nc3ccccc3nc2-c2ccccc2NC(C)=O)o1
2. Cc1ccccc1NC(=S)N1CCN(c2ccccc2C)CC1
3. CC1=CC(C)(C)N(S(=O)(=O)c2ccc(C)cc2)c2ccc(C)cc21

entry no. | 1 | 2 | 3
AMA1 RON2 block | 6% | 6% | -3%
Giardia FBPA inh | 6% | -6% | 10%
Sm TGR block | -2% | 1% | -22%
HCMV antiviral | 0 | 2 | -74*
AmpC detergent | -11% | ? | ?
HCV inh | 14% | 11% | 26%

# The listing, previewed entries included:
1. CCOC(=O)c1ccc(COc2nc3ccccc3nc2-c2ccccc2NC(C)=O)o1
2. Cc1ccccc1NC(=S)N1CCN(c2ccccc2C)CC1
3. CC1=CC(C)(C)N(S(=O)(=O)c2ccc(C)cc2)c2ccc(C)cc21
4. CCOC(=O)N1CCC(NC(=O)c2cc(C(=O)Nc3cccc(OC)c3)ccc2CO)CC1
5. CCn1c2ccc(C)cc2c2n[nH]c(=S)nc21
6. CC(C)Cn1c(N)c(C(=O)COC(=O)c2ccccc2F)c(=O)n(C)c1=O
7. Cc1ccc(-c2noc(CSc3nnc(Cc4cccs4)n3-c3ccccc3)n2)cc1
8. C[C@H]1COC(=O)[C@@H](Cc2ccc(F)cc2)C/C=C\C[C@H](CC(=O)NCCO)C(=O)N1
9. O=c1nc2s/c(=C\c3ccco3)c(=O)n2nc1Cc1ccccc1
10. O=C(CN(C(=O)CCC(=O)Nc1ccccn1)c1ccc2c(c1)OCCO2)NCCc1ccccc1

entry no. | 1 | 2 | 3 | 4 | 5 | 6 | 7 | 8 | 9 | 10
AMA1 RON2 block | 6% | 6% | -3% | 25% | 43%[activator] | 15% | -7% | 3% | ? | -1%
Giardia FBPA inh | 6% | -6% | 10% | 2% | 24% | -3% | 0% | nt | -6% | -4%
Sm TGR block | -2% | 1% | -22% | 6% | -5% | 2% | 5% | nt | 30% | 0%
HCMV antiviral | 0 | 2 | -74* | -33 | 0 | -21 | -18 | 2 | nt | -5
AmpC detergent | -11% | ? | ? | ? | -17% | ? | ? | nt | -6% | -10%
HCV inh | 14% | 11% | 26% | -9% | -5% | 11µM* | ? | 0% | 9% | -14%

# Full records, quoted from the list. Order of screens: AMA1 RON2 block, Giardia FBPA inh, Sm TGR block, HCMV antiviral, AmpC detergent, HCV inh
# `CC1=CC(C)(C)N(S(=O)(=O)c2ccc(C)cc2)c2ccc(C)cc21` as listed: -3%, 10%, -22%, -74*, ?, 26%
# `CC(C)Cn1c(N)c(C(=O)COC(=O)c2ccccc2F)c(=O)n(C)c1=O` as listed: 15%, -3%, 2%, -21, ?, 11µM*
# `O=C(CN(C(=O)CCC(=O)Nc1ccccn1)c1ccc2c(c1)OCCO2)NCCc1ccccc1` as listed: -1%, -4%, 0%, -5, -10%, -14%
# `O=c1nc2s/c(=C\c3ccco3)c(=O)n2nc1Cc1ccccc1` as listed: ?, -6%, 30%, nt, -6%, 9%
# `CCOC(=O)c1ccc(COc2nc3ccccc3nc2-c2ccccc2NC(C)=O)o1` as listed: 6%, 6%, -2%, 0, -11%, 14%

# New compounds follow:
11. C/C(=N\Nc1cccc(C(=O)O)c1)c1cc2ccccc2o1
12. CC(=O)Nc1ccc(S(=O)(=O)N(C)CC(=O)OCC(=O)Nc2ccc3c(c2)OCO3)cc1
13. COc1ccccc1N(CC(=O)N1CCC(C)CC1)S(=O)(=O)c1ccc(C)cc1
14. CC(C)c1ccc(NC2CCCN(C(=O)CCc3cnn(C)c3)C2)cc1 (stereo not given)
15. Cc1ccc(NC(=O)CSc2nnc(Cn3cnc4ccccc43)o2)cc1
16. CCCc1cc(=O)oc2c(C)c(OCC(=O)N3CCC(C(=O)O)CC3)ccc12
17. COc1ccc(NC(=S)NC(=NS(=O)(=O)c2ccc(Cl)cc2)c2ccccc2)cc1
18. C=C1CCN(C(C(=O)OC)C(C)C)S(=O)(=O)c2ccccc21 (stereo not given)
19. CCCCn1c(N)c(N(CC(C)C)C(=O)C(C)SCc2nc3sc(C)c(C)c3c(=O)[nH]2)c(=O)[nH]c1=O (stereo not given)
20. Cc1cc(OCCn2cnc3ccccc3c2=O)ccc1[N+](=O)[O-]

entry no. | 11 | 12 | 13 | 14 | 15 | 16 | 17 | 18 | 19 | 20
AMA1 RON2 block | 5% | -6% | nt | 2% | -1% | -5% | 24% | 8% | 2% | -1%
Giardia FBPA inh | -3% | -6% | nt | nt | 6% | 69% | nt | 5%&-5% | nt | 0%
Sm TGR block | -10% | -9% | 23% | -17% | -33% | -22% | nt | ? | -17% | 8%
HCMV antiviral | 23 | -17 | -30 | 13 | -18 | 7 | 2 | -22 | -19 | 26
AmpC detergent | 3% | ? | 1% | 4% | -2% | ? | nt | 3% | 40%[activator] | ?
HCV inh | 22% | 5% | nt | -11% | 15% | -3% | ? | ? | 17% | 4%

21. CCN1CCN(c2ncc3c(n2)CCN(Cc2sccc2C)C3)CC1
22. CC(=O)c1cccc(NC(=O)c2cc(S(=O)(=O)N3CCOCC3)cs2)c1
23. Cc1cnc(CN(C)Cc2c(C(=O)N3CCCCCCC3)nc3ccc(Cl)cn23)[nH]1
24. CCC(=O)N1CCc2cc(Br)cc(S(=O)(=O)N3CCN(c4ccc(C)cc4)C(C)C3)c21 (stereo not given)
25. Cc1c(NC(=O)c2ccc3c(c2)OCO3)cccc1-c1nc2ncccc2o1
26. CC(C)C(O)(c1ccccc1)C(CN1CCOCC1)c1ccccc1 (stereo not given)
27. CN1CCN(C(=O)c2cc(-c3ccco3)on2)CC1
28. COC(=O)CCC(C)N1CCC(Oc2ccc(C(=O)NCc3ccccn3)cc2)CC1 (stereo not given)
29. O=C(CCc1nnc(-c2ccc3c(c2)OCO3)o1)N(Cc1ccncc1)CC1CCCO1 (stereo not given)
30. O=c1ccc(/C=C/c2ccccc2)nn1Cc1ccccc1Cl

entry no. | 21 | 22 | 23 | 24 | 25 | 26 | 27 | 28 | 29 | 30
AMA1 RON2 block | nt | 8% | 21% | nt | -5% | -3% | -2% | 150%[activator] | -1% | 9%
Giardia FBPA inh | nt | nt | 2% | nt | -1% | ? | 2% | 15% | 2% | -2%
Sm TGR block | -2% | -3% | -24% | -3% | 9% | 55%[activator] | -2% | 19% | 0% | -9%
HCMV antiviral | -9 | 83 | 88 | 11 | -32 | -18 | 7 | -13 | ? | -28
AmpC detergent | 9% | 3% | -17% | 6% | ? | 7% | 1% | ? | 2% | -9%
HCV inh | nt | nt | nt | nt | -1% | -20% | 22% | 7% | -3% | -4%

# Look-ups from the entries so far:
# Sm TGR block with no. 29 stands at 0%
# Sm TGR block with no. 21 stands at -2%

# The list goes on:
31. Brc1ccc(-c2csc(-c3ccncc3)n2)cc1
32. CC(=O)N1CCN=C1SCc1ccc(C(F)(F)F)cc1
33. CN(C)c1nc(C(=O)Nc2ccccc2)nc(N(C)C)n1
34. C/C(=N/NC(=O)c1ccccn1)c1ccc(O)cc1
35. CCCCN(C(=O)CNC(=O)c1ccco1)C(C(=O)NC1CCCCC1)c1ccc(OC)cc1OC (stereo not given)
36. COc1ccc(C2CC(=O)C(C3NCCc4ccccc43)=C(O)C2n2cncn2)cc1 (stereo not given)
37. Cc1cccc2c(=O)c(Br)c(C)n(Cc3ccccc3)c12
38. CCOC(=O)C1CCCCN1C(=O)c1cc2ccc(OC)cc2c2cc(OC)c(OC)cc12 (stereo not given)
39. C[C@H]1COC(=O)[C@@H](CC(=O)OC(C)(C)C)C/C=C\C[C@@H](CC(=O)N[C@H](CO)Cc2ccccc2)C(=O)N1
40. CCC1CCCCN1C(=O)C1CC(c2cc(Cl)c(OC)cc2OC)=NO1 (stereo not given)

entry no. | 31 | 32 | 33 | 34 | 35 | 36 | 37 | 38 | 39 | 40
AMA1 RON2 block | 22% | 0% | -7% | 110%[activator] | -24% | -10% | 3% | 5% | 4% | ?
Giardia FBPA inh | 9% | nt | -2% | ? | -6% | -6% | -1% | nt | nt | -16%
Sm TGR block | 3% | -6% | -1% | 10% | -1% | 1% | nt | nt | nt | 3%
HCMV antiviral | -9 | -21 | 7 | 73 | -15 | 18 | ? | -17 | -32 | -20
AmpC detergent | 1% | -1% | ? | -1% | -14% | ? | 2% | nt | nt | 3%
HCV inh | -27% | 13% | 8%&-14% | 23% | -13% | -11% | 4% | -18% | 1% | 3%

41. S=C(NCc1cccnc1)Nc1ccc(Cl)c(Cl)c1
42. Cc1[nH][nH]c(=O)c1C=NCc1cccs1
43. Cc1cccc(C(=O)NNC(=O)c2c(O)c3ccccc3n(C)c2=O)c1
44. CCCSP1(=S)NCCCO1 (stereo not given)
45. CCC(=O)N1CCc2cc(S(=O)(=O)NC(CC(C)C)C(=O)Nc3ccc(CC)cc3)ccc21 (stereo not given)
46. Cc1cc(C)cc(OCCCC(=O)O)c1
47. COc1ccc(-n2c(COc3cccc(C)c3)nnc2SCC(=O)NCc2ccco2)cc1
48. O=C(O)CCCC(=O)Nc1ccc(OCc2nc3ccccc3s2)cc1
49. CCCOc1cc(C)c(Cl)cc1S(=O)(=O)N(CC)CC
50. O=C(CCCCCNC(=O)c1ccccc1Br)N=Nc1c(O)[nH]c2ccccc12

entry no. | 41 | 42 | 43 | 44 | 45 | 46 | 47 | 48 | 49 | 50
AMA1 RON2 block | -1% | 0% | 48%[activator] | -2% | nt | 14% | -10% | 21% | 25% | -21%
Giardia FBPA inh | 5% | 3% | 4% | -3% | nt | 3% | 26% | 12% | 2% | 5%
Sm TGR block | -36% | 5% | -8% | 0% | 3% | 5% | -12% | nt | 2% | nt
HCMV antiviral | ? | ? | -10 | -101* | 16 | -1 | 25 | -7 | 12 | 20
AmpC detergent | 6% | ? | -4% | ? | 2% | -6% | -4% | -5% | -1% | -6%
HCV inh | -28% | 7% | -18% | 11% | nt | 1% | 9%&8% | -1% | -17% | 7%

51. OCCn1cnc2c(SCc3ccccc3)ncnc21
52. CCn1nccc1C(=O)Nc1ccc(S(=O)(=O)NC23CC4CC(CC(C4)C2)C3)cc1
53. Cc1ccccc1OCCCCCCN1CCNCC1
54. O=C(CN1CCN(S(=O)(=O)c2ccc(F)c(Cl)c2)CC1)N1CCOCC1
55. ClCc1csc(-c2ccccc2Cl)n1
56. Cc1cc(C)cc(OCC(=O)OCC(=O)Nc2cc(S(=O)(=O)N3CCOCC3)ccc2Cl)c1
57. Cc1ncc([N+](=O)[O-])n1CC(=O)NC1CCCC1
58. c1ccc(C2Nc3ccccc3-c3nc4ccccc4n32)nc1 (stereo not given)
59. CC(OC(=O)c1ccc2ncsc2c1)C(=O)N1CCCC1 (stereo not given)
60. COCCN(C(=O)COC(=O)c1ccco1)c1c(N)n(Cc2ccccc2)c(=O)[nH]c1=O
61. COc1ccc(CNC(=O)COC(=O)[C@H](Cc2ccccc2)NC(=O)c2cccs2)cc1

entry no. | 51 | 52 | 53 | 54 | 55 | 56 | 57 | 58 | 59 | 60 | 61
AMA1 RON2 block | 4% | -20% | -1% | 7% | -7% | 22%[11.6 µM] | 1% | -23% | nt | 11% | -9%
Giardia FBPA inh | nt | 1% | nt | nt | -5% | nt | 0% | -9% | -2% | nt | nt
Sm TGR block | nt | -12% | nt | -14% | ? | nt | -9% | 2% | -10% | 8% | nt
HCMV antiviral | -26 | 17 | -33 | -19 | 5 | 6 | 54 | 62 | 15 | -19 | -29
AmpC detergent | nt | ? | nt | 0% | ? | nt | 1% | 6% | 0% | ? | nt
HCV inh | -1% | ? | ? | 8% | 6% | -1% | -4% | ? | nt | 3% | 8%

# Screens from PubChem.
